# RECQ1 inh: qHTS Assay for Inhibitors of RecQ-Like Dna Helicase 1 (RECQ1); Potency, µM (titrated, usually from 57.3 µM), for inactives: at the top dose activity, negative = inhibition, most hits filed as inhibitors; ATP-dependent DNA helicase Q1 (Homo sapiens), P46063; RECQ1 DNA unwinding, red fluorescence kinetic read; actives 0.54% (n = 240,000);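 further: plate controls were vehicle for no effect and no enzyme for full effect; nearly all actives have a fitted effect of over 30% in size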
# Target sequence (P46063 whole entry, looked up): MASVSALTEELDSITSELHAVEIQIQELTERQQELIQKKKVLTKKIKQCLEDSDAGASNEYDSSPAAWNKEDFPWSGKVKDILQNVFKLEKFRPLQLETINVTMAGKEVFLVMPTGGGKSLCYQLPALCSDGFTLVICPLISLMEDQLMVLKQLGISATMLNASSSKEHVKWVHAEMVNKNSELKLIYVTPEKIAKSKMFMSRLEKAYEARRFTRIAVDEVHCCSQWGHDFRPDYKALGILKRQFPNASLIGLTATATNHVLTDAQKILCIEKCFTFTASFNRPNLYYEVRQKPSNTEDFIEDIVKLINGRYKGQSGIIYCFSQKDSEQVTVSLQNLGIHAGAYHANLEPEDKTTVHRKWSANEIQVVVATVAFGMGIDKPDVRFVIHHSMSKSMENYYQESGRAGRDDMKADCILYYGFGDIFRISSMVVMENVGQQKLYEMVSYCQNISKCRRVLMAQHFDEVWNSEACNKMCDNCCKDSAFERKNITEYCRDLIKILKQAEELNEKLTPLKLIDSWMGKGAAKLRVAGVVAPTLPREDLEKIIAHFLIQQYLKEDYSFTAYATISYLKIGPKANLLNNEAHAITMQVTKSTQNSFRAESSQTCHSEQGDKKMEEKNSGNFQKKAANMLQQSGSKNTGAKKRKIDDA
#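 50 nM RECQ1T1 preincubated 15 min with compound in Tris pH 8.0 buffer with MgCl2, DTT, Tween-20 and 2.5 ug/ml poly(dI-dC); started with 200 nM TAMRA/BHQ-2 forked duplex and 2 mM ATP. Unwinding read as fluorescence (525/598 nm), two reads 2 h apart.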
# TRb SRC2 PPI: qHTS for Inhibitors of the Interaction of Thyroid Hormone Receptor and Steroid Receptor Coregulator 2; TRbeta-SRC2 peptide binding, fluorescence polarization; receptor liganded with 1 µM T3; Potency, µM (top dose mostly 106 µM), without a hit: at the top dose activity change, negative = inhibition, usual class: inhibitors; actives 0.065% (n = 280,000);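 further: plate controls were bound peptide for no effect and peptide without receptor for full effect; nearly all actives have a fitted effect of over 50% in size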
# Target sequence (P10828 whole entry, looked up): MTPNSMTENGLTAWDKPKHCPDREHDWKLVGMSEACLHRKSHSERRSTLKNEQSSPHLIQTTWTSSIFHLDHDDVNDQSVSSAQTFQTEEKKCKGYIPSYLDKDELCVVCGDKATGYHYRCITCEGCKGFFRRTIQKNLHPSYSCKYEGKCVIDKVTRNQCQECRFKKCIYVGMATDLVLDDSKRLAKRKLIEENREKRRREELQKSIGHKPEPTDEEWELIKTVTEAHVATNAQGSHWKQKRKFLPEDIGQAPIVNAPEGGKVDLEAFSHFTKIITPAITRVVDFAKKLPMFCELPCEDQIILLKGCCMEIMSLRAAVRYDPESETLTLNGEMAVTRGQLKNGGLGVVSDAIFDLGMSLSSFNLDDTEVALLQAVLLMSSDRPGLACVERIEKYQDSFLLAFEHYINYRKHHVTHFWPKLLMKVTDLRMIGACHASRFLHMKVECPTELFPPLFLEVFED
#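 Assay buffer: 20 mM Tris-HCl, 100 mM NaCl, 10% glycerol, 1 mM EDTA, 0.01% NP-40, 1 mM DTT, 1 uM T3, 5% DMSO; TRb LBD 0.6 uM, Texas Red SRC2 20 nM; FP after 5 hr.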
# Tau FP inhib: qHTS for Inhibitors of Tau Fibril Formation, Fluorescence Polarization; Microtubule-associated protein tau (Homo sapiens), P10636; actives 0.39% (n = 280,000); K18 P301L tau heparin fibrillization, Alexa594 FP, 6 h; Potency, µM (doses to about 57.7 µM), without a hit: top-dose activity, negative = inhibition, most hits filed as inhibitors; further: nearly all actives have a fitted effect of over 55% in size
#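 Quantitative HTS format: compounds meet 15 uM recombinant K18 P301L tau and Alexa 594-tau tracer in 100 mM sodium acetate pH 7; 20 uM heparin triggers fibrillization at 37 C over 6 hr; FP gives the signal.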
# RGS12 GoLoco inh: qHTS Assay for Inhibitors of RGS12 GoLoco Motif Activity (Red Fluorophore); Gai1:RGS12 GoLoco peptide FP, rhodamine, 10 min; AID 880, 2007; Guanine nucleotide-binding protein G(i) subunit alpha-1 (Homo sapiens), P63096; actives 0.44% (n = 230,000); Potency, µM (titrated, usually from 61.6 µM), without a hit: at the top dose activity, negative = inhibition, hits mostly inhibitors; active means well fitted inhibition curve with a large enough effect, not every such curve was filed as active; inactive means no such curve, though single readings can be large or run the other way; further: nearly all actives have a fitted effect of over 30% in size; many of its hits are not listed in these tables
# KDM4E inh: qHTS Assay for Inhibitors of Human Jumonji Domain Containing 2E (JMJD2E); actives 1.6% (n = 230,000); Potency, µM (doses to about 57.1 µM), inactives show at the top dose activity change, negative = inhibition, hits mostly inhibitors; AID 2147, 2009; JMJD2E catalytic domain, FDH-coupled NADH fluorescence (FDH is formaldehyde dehydrogenase); Lysine-specific demethylase 4E (Homo sapiens), B2RXH2; active means well fitted inhibition curve with a large enough effect, not every such curve was filed as active; inconclusive means small, poorly fitted or top-dose-only effect, or another doubt; inactive means no such curve, though single readings can be large or run the other way;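 further: 0% = wells with enzyme and -100% = buffer wells without enzyme; nearly all actives have a fitted effect of over 50% in size; many of its hits are not listed in these tables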
# TexasRed fluor: Total Fluorescence Counterscreen for Inhibitors of the Interaction of Thyroid Hormone Receptor and Steroid Receptor Coregulator 2; AID 1479, 2009; Potency, µM (top dose mostly 106 µM), without a hit: at the top dose fluorescence change, negative = quenching; actives 0.29% (n = 280,000); TRb/SRC2 Texas Red total fluorescence interference; active means well fitted curve in either direction with a large enough effect; inconclusive means small, poorly fitted or top-dose-only effect
#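 Flags fluorescent or light-absorbing compounds by total fluorescence, S + 2P, at 555 nm excitation and 632 nm emission. Mixture: 20 nM Texas Red SRC2 peptide, 0.6 uM human TRb LBD, 1 uM T3, 5% DMSO; compound exposure 5 h at ambient temperature.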
# L3MBTL1 block: qHTS Assay for the Inhibitors of L3MBTL1 | Lethal(3)malignant brain tumor-like protein 1 (Homo sapiens), Q9Y468 | AlphaScreen L3MBTL1–H3K9me1 peptide binding | Potency, µM (top dose mostly 57.1 µM), for inactives: at the top dose activity, negative = inhibition, hits mostly inhibitors | actives 0.66% (n = 230,000) | AID 485360, 2010; further: nearly all actives have a fitted effect of over 60% in size
#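 Read-out is AlphaScreen signal from streptavidin donor and nickel chelate acceptor beads (10 ug/mL final each) bridging L3MBTL1 (50 nM) and biotinylated K9-monomethylated H3(1-15) peptide (75 nM), after 30 min compound exposure at room temperature.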
# Tau ThT inhib: qHTS for Inhibitors of Tau Fibril Formation, Thioflavin T Binding; Potency, µM (top dose mostly 57.4 µM), for the others: at the highest dose activity, negative = inhibition, actives largely listed as inhibitors; recombinant tau K18 P301L (four-repeat tau fragment), heparin-induced fibrillization, ThT fluorescence; Microtubule-associated protein tau (Homo sapiens), P10636; actives 2.1% (n = 270,000); further: nearly all actives have a fitted effect of over 55% in size
#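 Heparin-induced (20 uM) aggregation of recombinant human K18 P301L tau, 15 uM unlabeled with 0.24 uM labeled, pH 7 acetate buffer, 6 hr at 37 C with compound. Fibrils quantified by 30 uM ThT fluorescence after 1 hr ambient incubation.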
# * = called active by the depositor; i = inactive; u = inconclusive; x = no result given; & = joins results of further samples; [ ] = remark or other dose. Unless noted, the call rests on the fitted dose curve; in most records, active means well fitted curve in the direction sought with a large enough effect; inconclusive means small, poorly fitted or top-dose-only effect, or another doubt; inactive means no such curve, though single readings can be large; an effect the other way counts as inactive or inconclusive. Unless noted, on the % scale 0 is the no-effect control and ±100 the full control effect; potency means the concentration at half of the fitted maximal effect. These rows are one share of the data; rates above refer to the full screens.
# Results follow in this order: RECQ1 inh, TRb SRC2 PPI, Tau FP inhib, RGS12 GoLoco inh, KDM4E inh, TexasRed fluor, L3MBTL1 block, Tau ThT inhib
CCOC(=O)c1ccc(NC(=O)Cn2nnc(-c3ccccc3)n2)cc1
    i, 2%, u, x, u, 2%, 16%, u
Cc1cc(NC(=O)c2cc(C(C)C)on2)nn1Cc1ccc(Cl)cc1
    -11%, 5%, -8%, -7%, 0%, 0%, 10%, u
CCOc1cccc(C2c3c(oc4ccc(F)cc4c3=O)C(=O)N2c2cc(C)ccn2)c1 (stereo not given)
    x, 8%, -16%, x, x, 7%, x, -12%
COc1cccc(-c2nc(SCC(=O)NC3CCCC3)c(-c3ccccc3)[nH]2)c1
    x, 2%, u, x, x, -1%, x, -15%
COc1cc(CCC(C)=O)ccc1OC(=O)c1c(F)cccc1Cl
    9%, 6%, 5%, -1%, -10%, -1%, 18%, -21%
Cc1ccc(-c2c(C)n([O-])c3c([n+]2=O)CCCC3)o1
    -19%, -2%, -1%, 4%, -11%, 1%, 7%, -6%
COc1ccc(C(=O)NNC(=S)NC(=O)c2ccco2)cc1
    u, -8%, 0%, 10%, -77%, -1%, 2%, u
CCOC(=O)C1C(c2cccc([N+](=O)[O-])c2)C2C(=O)NN=C2CC1(C)O (stereo not given)
    -15%, -1%, 2%, 16%, 1%, -2%, x, -7%
O=C(COc1ccccc1)NNC(=O)c1cccs1
    -3%, 1%, 7%, -2%, 3%, -7%, 5%, 1%
CS(=O)(=O)N(CC(=O)NC1CC1)c1cccc(F)c1
    3%, -14%, 6%, -4%, 1%, -1%, -11%, -3%
CCN(C(=O)c1cc(S(=O)(=O)N2CCCC2)cn1C)c1ccc(OC)cc1
    x, 0%, -7%, x, x, -11%, x, 5%
Cc1ccc(-c2cc(N)n3nc(-c4ccc(C)cc4)cc3n2)cc1
    -4%, 4%&10%, -7%&11%, 8%, u, -4%&-1%, -2%, 1%&15%
CC(C)n1c(C(=O)OCC(=O)NCc2ccc3c(c2)OCO3)cc2occc21
    i, -3%, -1%, 16%, -6%, -2%, -13%, -9%
Cc1[nH]c(=O)[nH]c(=O)c1S(=O)(=O)N1CCCC(C(=O)N2CCC(Cc3ccccc3)CC2)C1 (stereo not given)
    -5%, -4%, 2%, 1%, -4%, -3%, 7%, -9%
Cc1ccc(CNC(=O)C(=O)NCC2OCCN2S(=O)(=O)c2cccs2)cc1 (stereo not given)
    -3%, -5%, -2%, 10%, 5%, 1%, 3%, -5%
O=C(O)c1ccn(COc2ccc(Br)cc2)n1
    -2%, 9%, 5%, -9%, -6%, 0%, x, -3%
CCOC(=O)c1ccccc1NC(=O)c1c(C)oc2ncnc(N3CCOCC3)c12
    x, -2%, 1%, x, x, u, x, -14%
COc1cc(NC(=O)CC(C)S(=O)(=O)c2cc3c4c(c2)CCN4C(=O)CC3)cc(OC)c1 (stereo not given)
    x, 2%, 2%, x, x, -1%, x, 4%
O=C(O)C1=CCNCC1
    -4%&-7%, -1%&3%&0%&8%, 2%&0%&-4%&-8%, -10%&-2%&-2%&10%, -5%&-6%&15%, -17%&-3%&0%&2%, x, -7%&-9%&4%&-14%
CCc1c(C)sc2c1CCN(Cc1ccccc1F)C2c1ccccc1 (stereo not given)
    x, -5%, -14%, x, x, 0%, x, u
N#Cc1c(-c2ccco2)nc(SCc2ccc(F)cc2)[nH]c1=O
    11%, -3%, 14%, 6%, -4%, 1%, -16%, 6%
O=C(Nc1ccccc1)NC1(C(=O)NCc2cccs2)CCCCC1
    3%, -3%, -10%, 5%, u, -1%, 0%, -18%
CCOc1cccc2sc(=NC(=O)c3ccco3)n(CC(=O)OC)c12
    -4%, -9%, u, 7%, u, 0%, -2%, -17%
O=C(C1=C(O)C(=O)N(Cc2ccco2)C1c1cccs1)c1cccs1 (stereo not given)
    i, -4%, 0%, 7%, -2%, -2%, 0%, -1%
COc1ccccc1Cn1cc(C(=O)c2ccc(C)cc2)c(=O)c2cc(F)cc(F)c21
    x, 5%, 2%, x, x, -5%, x, 7%
Cn1c(SCc2nc3ccccc3n2CCO)nc2ccccc21
    -3%, -14%, -2%, 11%, 3%, 0%, 5%, 1%
CC(=O)N1N=C(c2ccc(Br)cc2)OC12CCCC2
    -3%, -1%, -1%, 4%, u, 0%, 1%, -10%
CCOC(=O)N1CCC(NC(=O)c2cc(S(=O)(=O)N3CCOCC3)ccc2F)CC1
    i, 6%, 4%, -4%, 8%, -6%, 3%, -5%
O=c1c(-c2ccnn2-c2cccc(Cl)c2)cnc2n1CCS2
    i, -1%, -1%, 3%, -2%, 0%, x, -5%
O=C(NCc1ccc2c(c1)OCO2)c1sccc1Br
    -1%, -2%, -4%, -3%, 2%, 2%, 5%, -6%

# (list continues)
# Results follow in this order: RECQ1 inh, TRb SRC2 PPI, Tau FP inhib, RGS12 GoLoco inh, KDM4E inh, TexasRed fluor, L3MBTL1 block, Tau ThT inhib
COc1ccc(NC(=O)CN2CCC3(O)CCCCC3C2c2ccccc2OC)cc1 (stereo not given)
    -10%, -12%, -1%, 4%, 0%, -3%, -6%, -11%
O=C(NC(=O)c1ccccc1F)Nc1nc(-c2cccs2)cc(C(F)(F)F)n1
    -5%, 1%, -6%, 4%, u, -2%, 1%, -21%
OC1(C#CCCN2CCCCC2)c2ccccc2-c2ccccc21
    -3%, -8%, 1%, 2%, -3%, 6%, x, -4%
Nn1c(SCc2ccccc2F)nnc1-c1ccccn1
    -5%, 10%, -4%, 1%, 5%, -1%, u, -3%
Cc1cc(C)cc(NC(=O)CSc2oc(-c3ccccc3)nc2S(=O)(=O)c2ccc(Cl)cc2)c1
    x, 4%, -19%, x, x, -3%, x, -6%
Cn1c(SCC(=O)N/N=C/C=C\c2ccco2)nc2ccccc21
    -9%, 3%, -4%, 84%[activator], 0%, 0%, u, -2%
CN(c1ccccc1)S(=O)(=O)c1ccc(Cl)c(C(=O)OCC(=O)NC2CCS(=O)(=O)C2)c1 (stereo not given)
    i, 2%, -3%, 2%, -13%, 0%, -2%, 6%
CCN1CCN(C(c2ccc(SC)cc2)c2c(O)cc(C)n(CCOC)c2=O)CC1 (stereo not given)
    x, 0%, u, x, x, 0%, x, -9%
CCCN1C(=O)c2ccccc2NC1c1ccc(OC)cc1O (stereo not given)
    -13%, 4%, 4%, -9%, u, -3%, -6%, -11%
CCCCCn1c(=O)[nH]c2cc(C(=O)N3CCN(Cc4ccc5c(c4)OCO5)CC3)ccc2c1=O
    -8%, -13%, -2%, 3%, -3%, -2%, x, -10%
Cc1cc(C(=O)N2CCN(Cc3ccccc3)CC2)on1
    -4%, 0%, 11%, 13%, -2%, -1%, x, -5%
O=C(NCc1ccco1)c1ccc(Cl)s1
    -5%, -4%, 6%, 0%, 9%, -5%, 5%, -2%
c1cc2c(cc1C1=NNC(=NC3CC3)SC1)OCCO2
    -4%, -1%, 2%, -2%, u, -4%, -16%, u
CCC(C)[C@H](NC(=O)N1CCC(C)CC1)C(=O)OC (stereo not given in full)
    0%, -2%, -4%, 4%, -5%, -5%, -1%, -2%
CC(CCc1ccccc1)NC(=O)CSc1cccc[n+]1[O-] (stereo not given)
    -6%, -4%, -4%, 2%, 3%, -4%, 7%, -2%
CC(C)c1ccc(Nc2c([N+](=O)[O-])c(=O)n(C)c3ccccc23)cc1
    -1%, -1%, -10%, -6%, -7%, 2%, u, -7%
CCn1c(CNC(=O)c2ccc(OC)cc2)nnc1SCC(=O)Nc1cc(C)ccc1C
    x, -8%, -5%, x, x, u, x, -7%
O=C(OCc1cn(-c2ccc(Cl)cc2)nn1)c1ccccc1
    i, -1%, 3%, 8%, 5%, -3%, 1%, -9%

# Given bar-delimited: part of the list above
smiles | RECQ1 inh | TRb SRC2 PPI | Tau FP inhib | RGS12 GoLoco inh | KDM4E inh | TexasRed fluor | L3MBTL1 block | Tau ThT inhib
COc1ccc(NC(=O)CN2CCC3(O)CCCCC3C2c2ccccc2OC)cc1 (stereo not given) | -10% | -12% | -1% | 4% | 0% | -3% | -6% | -11%
O=C(NC(=O)c1ccccc1F)Nc1nc(-c2cccs2)cc(C(F)(F)F)n1 | -5% | 1% | -6% | 4% | u | -2% | 1% | -21%
OC1(C#CCCN2CCCCC2)c2ccccc2-c2ccccc21 | -3% | -8% | 1% | 2% | -3% | 6% | x | -4%
Nn1c(SCc2ccccc2F)nnc1-c1ccccn1 | -5% | 10% | -4% | 1% | 5% | -1% | u | -3%
Cc1cc(C)cc(NC(=O)CSc2oc(-c3ccccc3)nc2S(=O)(=O)c2ccc(Cl)cc2)c1 | x | 4% | -19% | x | x | -3% | x | -6%
Cn1c(SCC(=O)N/N=C/C=C\c2ccco2)nc2ccccc21 | -9% | 3% | -4% | 84%[activator] | 0% | 0% | u | -2%
CN(c1ccccc1)S(=O)(=O)c1ccc(Cl)c(C(=O)OCC(=O)NC2CCS(=O)(=O)C2)c1 (stereo not given) | i | 2% | -3% | 2% | -13% | 0% | -2% | 6%
CCN1CCN(C(c2ccc(SC)cc2)c2c(O)cc(C)n(CCOC)c2=O)CC1 (stereo not given) | x | 0% | u | x | x | 0% | x | -9%
